# A549 tox: A549 cytotoxicity, counter-screen for Nrf2 inhibitors; 0.16% of 390,000 active; Potency, µM (top dose mostly 46 µM), inactives show top-dose activity change, negative = cytotoxicity, most hits filed as inhibitors; AID 504648; A549 ARE-Fluc cells, CellTiter-Fluor viability, 18-24 h; further: potency means the concentration at half of the fitted maximal effect; on the % scale 0 is the no-effect control and ±100 the full control effect
#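 Cytotoxicity counterscreen: CellTiter-Fluor fluorescence was measured in A549 ARE_Fluc cells after 18-24 h of compound exposure in a concentration series. The subsequent BugLite luminescent read reports ARE-luciferase activity.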
# Mm-Cpn inhibitor: inhibitors of Methanococcus maripaludis chaperonin (MmCpn); purified Mm-Cpn ATPase, ADP Transcreener TR-FRET; Potency, µM (titrated, usually from 76.9 µM), for inactives: top-dose activity, negative = inhibition, most hits filed as inhibitors; 0.031% of 330,000 active; further: potency means the concentration at half of the fitted maximal effect; on the % scale 0 is the no-effect control and ±100 the full control effect; nearly all actives have a fitted effect of over 80% in size
#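 TR-FRET (320 nm excitation; 590 and 665 nm emission) reports ADP made from 10 uM ATP by 25 nM enzyme; compounds were preincubated 10 min, reaction run 30 min, both at 37°C.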
# Nrf2 ARE act: activators of Nrf2 (ARE) signaling. AID 624171. 0.31% of 410,000 active. Potency, µM (top dose mostly 46.1 µM), without a hit: at the highest dose activation, usual class: activators. AREc32 ARE-luciferase reporter (MCF7-derived line), luminescence, 24 h; further: potency means the concentration at half of the fitted maximal effect; % of control where 0% means no effect; nearly all actives have a fitted effect of over 65% in size
#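 Steps: seed AREc32_Fluc cells (1000/well, 5% FBS OPTI-MEM); incubate overnight at 37 deg C; add 23 nL compound; incubate 24 hr; add Steady-Glo; hold 30 min RT; read luminescence.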
# CCT chaperon mod: modulators of cytosolic chaperonin (CCT/TRiC) activity; 0.3% of 360,000 active; activity change, % (no concentration beside the values), hits read low; purified chaperonin ATPase assay, HTRF ADP detection, 30 min; in the data active means activity change below about -30%; further: on the % scale 0 is the no-effect control and ±100 the full control effect
#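 We incubate TRiC, 40 or 20 nM final, with library compounds at 76 uM and 10 uM ATP for 30 min at 37 °C. ADP formed is detected with Transcreener HTRF reagents after 30 min at room temperature.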
# HepG2 viability: counter-screen for TGF-b inhibitors: cytotoxicity in HepG2 cells. 0.76% of 410,000 active. HepG2 CAGA-GFP viability, ATP luminescence, 18 h. Potency, µM (series often up to 46.1 µM), without a hit: top-dose activity change, negative = cytotoxicity, most hits filed as cytotoxic; further: potency means the concentration at half of the fitted maximal effect; some results filed as inactive show a strong effect at the top dose
#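 CellTiter-Glo luminescence gave cytotoxicity after 18 hours at 37 degrees C. The cells were HepG2 CAGA-GFP in 1% FBS DMEM, stimulated with 500 pg/mL TGF-beta after compound addition. %Activity was normalised to no-cell wells (complete cell-killing) and DMSO (no toxicity), and curves were fitted and classified.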
# TGFb SMAD3 inh: inhibitors of TGF-b signaling | 1.2% of 410,000 active | HepG2 CAGA-GFP TGF-b/SMAD3 reporter, GFP fluorescence, 18 h; TGF-beta stimulated, 500 pg/mL final | Potency, µM (doses to about 46.1 µM), without a hit: at the top dose activity, negative = inhibition, most hits filed as inhibitors; further: potency means the concentration at half of the fitted maximal effect; on the % scale 0 is the no-effect control and ±100 the full control effect; nearly all actives have a fitted effect of over 65% in size
#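 Per well, imaged GFP fluorescence of HEPG2 CAGA-GFP cells gives the signal; cells get compound, then TGF-beta (500 pg/mL final), 18 h at 37 degrees C; %Activity versus -TGF-beta and +DMSO controls.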
# Abeta rescue: compounds reversing amyloid beta toxicity in yeast | 0.063% of 410,000 active | Potency, µM (titrated, usually from 46.1 µM), for inactives: top-dose growth rescue, most hits filed as activators | yeast expressing A-beta42, growth rescue, OD600, 48 h; response scale: 0% DMSO, 100% iron-clioquinol control; further: potency means the concentration at half of the fitted maximal effect; nearly all actives have a fitted effect of over 55% in size
#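 Yeast A-beta toxicity model in growth medium with pinned compounds, 48 h at 30 C; growth read as absorbance at 600 nm. Normalized to FeCl3/clioquinol equimolar mix (positive) and DMSO (negative).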
# pAkt inh: Akt phosphorylation inhibition; Neuro2A IGF-stimulated pAkt S473 HTRF, 20 min; stronger effect = lower value; activity change, % for hits at 50 µM; 0.32% of 360,000 active; in the data active means activity change below about -80%; inconclusive means mostly about -51% to -80%; further: on the % scale 0 is the no-effect control and ±100 the full control effect
#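 Single-point screen (50 µM final compound) in Neuro2A cells stimulated 20 min with 6 nM IGF at 37 deg C. After lysis, Ser473-phosphorylated Akt read by HTRF (ex 330 nm, em 615/665 nm) as the 665/615 ratio.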
# Nrf2 inh: inhibitors of Nrf2 signaling; A549 ARE-Fluc reporter, luciferase luminescence, 18-24 h; 2.1% of 360,000 active; AID 504444; Potency, µM (series often up to 46 µM), inactives show top-dose activity change, negative = inhibition, actives largely listed as inhibitors; further: potency means the concentration at half of the fitted maximal effect; on the % scale 0 is the no-effect control and ±100 the full control effect; nearly all actives have a fitted effect of over 60% in size
#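 Quantitative HTS in A549 cells stably bearing an antioxidant response element-firefly luciferase construct. Inhibition of Nrf2-driven transcription was scored by luminescence after 18-24 h of compound exposure at 37 °C.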
# Numbers without * were called inactive; i = inactive; ? = inconclusive; nt = no result given; & = joins results of further samples; [ ] = another dose, or the depositor's remark. Unless noted, the call rests on the fitted dose curve; in most records, active means well fitted curve in the direction sought with a large enough effect; inconclusive means small, poorly fitted or top-dose-only effect, or another doubt; inactive means no such curve, though single readings can be large; an effect the other way counts as inactive or inconclusive.
# Sample of the layout, 2 compounds:
structure,A549 tox,Mm-Cpn inhibitor,Nrf2 ARE act,CCT chaperon mod,HepG2 viability,TGFb SMAD3 inh,Abeta rescue,pAkt inh,Nrf2 inh
CC(C)Cc1nn2cc(-c3cccc(Br)c3)nc2s1,1%,nt,0.3%,nt,-16%,?,-11%,nt,?
COc1ccccc1N1CCN(C(=O)c2ccc3c(c2)CCN3S(=O)(=O)c2ccccc2)CC1,-8%&-11%,-1%,-0.4%&2.6%,-1.3,-21%&-13%,?,-24%&-17%,i,?

# Results, from the start:
structure,A549 tox,Mm-Cpn inhibitor,Nrf2 ARE act,CCT chaperon mod,HepG2 viability,TGFb SMAD3 inh,Abeta rescue,pAkt inh,Nrf2 inh
CC(C)Cc1nn2cc(-c3cccc(Br)c3)nc2s1,1%,nt,0.3%,nt,-16%,?,-11%,nt,?
COc1ccccc1N1CCN(C(=O)c2ccc3c(c2)CCN3S(=O)(=O)c2ccccc2)CC1,-8%&-11%,-1%,-0.4%&2.6%,-1.3,-21%&-13%,?,-24%&-17%,i,?
CCOC(=O)c1[nH]c2ccccc2c1NC(=O)c1ccc(S(=O)(=O)N2CCCCC2)cc1,-8%,-2%,0.1%,-1.8,-38%,-12%,-14%,i,-23%
COC(=O)CCSc1nc2sc3c(c2c(=O)n1Cc1ccccc1)CCC(C(C)(C)C)C3 (stereo not given),0%,nt,0.6%,nt,-2%,34%[activator],0%,nt,6%
COc1ccccc1OC(C)C(=O)NCC1(N2CCOCC2)CCCCC1 (stereo not given),3%,nt,-0.4%,nt,-20%,0%,-33%,nt,17%
Cn1nccc1C(=O)Nc1cc(Cl)ccc1Cl,1%,nt,3.1%,-0.8,-3%,8%,-13%,i,2.9µM*
COc1cccc(N2CCN(S(=O)(=O)c3ccc4nc(-c5ccccc5)[nH]c4c3)CC2)c1,-15%,-3%,-0.1%,-5.9,-24%,6%,-4%,i,nt
CC(C)Oc1ccccc1C(=O)NC(CO)C(=O)O (stereo not given),4%,5%,-0.1%,-0.3,-3%,0%,1%,i,2%
CCOC(=O)[C@H]1[C@H]2COc3ccccc3[C@@H]2N2C(=O)c3cc(OC)ccc3NC(=O)[C@@]12C,0%,-9%,1.9%,-1.5,0%,0%,23%,i,2%
O=C(CN1CCN(Cc2ccccc2)CC1)Nc1cccc(Cl)c1Cl,nt,nt,-0.4%,0.7,0%,-18%,0%,i,nt
Cn1c(Cn2nnc3ccccc32)nnc1SCC(=O)N1CCc2ccccc21,11%,1%,-0.7%,0.6,7%,17%,12%,i,-4%
O=C(NCc1cccc(Cl)c1)C1CCC(=O)N(CCN2CCOCC2)C1 (stereo not given),-4%,1%,-0.2%,1.6,4%,-3%,9%,i,5%
COc1ccc(C)cc1N(CC(=O)N1CCOCC1)S(C)(=O)=O,-7%,3%,-0.6%,-4.3,13%,1%,11%,i,-6%
Oc1ccc2oc3c(c2c1C=NCc1ccncc1)CCCC3,6%,-2%,1.1%,-1.7,-5%,-23%,-3%,i,4%
CCOc1ccccc1NC(=O)CSc1nc2cc(O)ccc2c(=O)n1-c1ccc(OC)c(OC)c1,-13%,-2%,0.2%,-0.6,-66%,?,6%,i,?
O=C(NCC1CCCO1)c1nn2c(C(F)(F)F)cc(-c3ccc(Br)o3)nc2c1Br (stereo not given),-3%,-1%,0.2%,-1.0,-28%,2%,0%,i,?
CCOC(=O)c1c(C)[nH]c(C)c1C(=O)CSc1nnc(-c2ccncc2)n1C,-2%,0%,0.1%,0.5,-19%,27%,8%,i,-3%
COc1ccc(C(C)=O)cc1COC(=O)c1cccc(N(C)C)c1,-5%,-1%,0.4%,-3.6,-10%,6%,-21%,i,4%
O=C(CSc1nnc(-c2ccco2)n1Cc1ccccc1)c1ccc(F)cc1,9%,-2%,4.1%,0.6,-2%,-3%,-12%,i,4%
Cc1cccc(C(=O)NNC(=O)c2ccccc2)c1,-1%,2%,-0.8%,0.4,20%,-2%,9%,i,4%
CC(=O)O[C@]1(C(C)=O)CCC2C3C=C(C)C4=CC(=O)CC[C@]4(C)C3CC[C@@]21C (stereo not given in full),-7%,3%,0.4%,-1.0,0%,6%,-18%,i,0.26µM*
COCCCNC(=O)c1ccc(Cn2c(=O)c3ccccc3n(CC(=O)Nc3ccc(C)cc3C)c2=O)cc1,-8%,nt,0.3%,nt,-32%,-8%,-5%,nt,-7%
Cc1cc(C)nc(SCC(=O)Nc2ccccc2[N+](=O)[O-])n1,-24%,1%,-0.2%,-1.3,-6%,13%,17%,i,?
CCN(CC)S(=O)(=O)c1cc(NS(=O)(=O)c2cc(Cl)ccc2Cl)ccc1C,?,0%,1.1%,-0.6,-4%,-20%,13%,i,?
Cc1ccc(S(=O)(=O)NN/C(=N/S(=O)(=O)c2ccccc2)c2ccccc2)cc1,0%,1%,0.3%,1.5,-23%,-1%,-2%,i,-17%
O=C(O)c1cccc(-n2cnnn2)c1,13%,1%,0.3%,-0.3,-34%,?,15%,i,nt
Cc1ccc(-n2ncc(C(=O)NCCc3ccsc3)c2C2CCN(C(=O)OC(C)(C)C)CC2)cc1C,?,nt,0.4%,nt,-10%,-17%,-10%,nt,?
O=C(Nc1cccc2ncccc12)C(c1ccccc1)c1ccccc1,-17%,2%,0.0%,-5.7,-1%,0%,-22%,i,-3%
O=C(N/N=C/c1ccc(Cl)cc1Cl)c1n[nH]c2c1CCCC2,-5%,1%,0.4%,-0.5,-6%,-21%,-10%,i,?
CCN1CCN(C(=O)N(Cc2ccc(Cl)cc2)S(=O)(=O)c2ccc(C)cc2)CC1,8%,-8%,-0.5%,-2.7,-5%,-2%,15%,i,-8%
COc1cccc(NC(=O)C(C)NS(=O)(=O)c2ccc(Br)cc2)c1 (stereo not given),-4%,-8%,-0.9%,-3.2,-20%,0%,-13%,i,4%
CC1(C)CC2CC(C)(CN2C(=O)COC(=O)c2cc(Cl)cc(Cl)c2N)C1 (stereo not given),-6%,0%,-0.3%,0.0,3%,-22%,8%,i,1%
Nc1ccccc1-c1ccn[nH]1,-5%,nt,2.8%,-1.9,-7%,12%,10%,i,0%
CN1CCN(c2nc3c(c(=O)n(C)c(=O)n3C)n2Cc2ccccc2Cl)CC1,-15%,3%,-0.5%,-2.0,-1%,7%,6%,i,1%
CCOc1nc(SCCOc2ccc(C)cc2)nc(N(C)C)n1,5%,-1%,-0.8%,1.6,11%,1%,-6%,i,-6%
CCN(CC)S(=O)(=O)c1ccc(C(=O)NNC(=O)C2CCN(S(=O)(=O)c3ccc(Cl)cc3)CC2)cc1,-4%,-2%,0.0%,0.4,6%,-6%,3%,i,-5%
Cc1nc(SCC(=O)OCc2ccccc2)c2c(=O)n(C)c(=O)n(C)c2n1,-1%,-1%,-1.3%,0.7,2%,5%,-2%,i,11%
COC(=O)CCCn1nc(NC(=O)c2ccco2)cc1C,-1%,0%,0.8%,-0.3,-9%,-11%,-1%,i,21%
O=C(Nc1cc(F)ccc1F)N1CCN(c2ccnc3cc(Cl)ccc23)CC1,-2%,3%,2.7%,-1.7,-9%,3%,5%,i,16µM*
O=C(C(=O)N1CCc2ccccc2C1)c1c[nH]c2ccccc12,?,1%,0.0%,-0.4,-30%,-25%,28%,i,4%
CSc1ccc(-c2nnn(CC(=O)Nc3sc4c(c3C#N)CCC(C(C)(C)C)C4)n2)cc1 (stereo not given),-13%,nt,-1.0%,nt,9%,-4%,0%,nt,-10%
CC(=O)Nc1nonc1-c1nc2ccccc2n1Cc1nnc(C)o1,-10%,0%,-0.2%,-1.6,1%,5%,2%,i,-9%
CCCc1nc2ccc(Br)cn2c1Cc1ccccc1,nt,nt,5.0%,0.6,-17%,?,7%,i,nt
CCOc1cnc(-c2c(-c3ccccc3Cl)noc2C)o1,7%,-2%,-0.9%,0.9,-47%,?,-19%,i,15%
CCN(CC)CCCNC(=O)c1nn(-c2ccccc2OC)c(=O)c2ccccc12,-3%,1%,-0.3%,0.4,-19%,0%,-7%,i,19%
COc1ccccc1C(=O)N1CCN(Cc2cn[nH]c2-c2ccc(F)cc2F)CC1,8%,0%,0.0%,4.0,-1%,-33%,4%,i,-3%
Cc1cccc(Nc2nc3ccccc3s2)c1C,10%,2%,3.9%,-0.9,-28%,-17%,?,i,?
Cc1ccccc1NS(=O)(=O)c1ccc(C(=O)N2CCC2)cc1,-4%,-3%,-0.5%,-1.9,-37%,-10%,-14%,i,-4%
CCC(=O)Nc1cc2c(cc1C(=O)CC)OCCO2,-4%,-1%,-0.3%,-0.1,5%,-1%,0%,i,4%
CC(C)C(NC(=O)c1c(F)cccc1F)C(=O)NCCc1ccc(S(N)(=O)=O)cc1 (stereo not given),4%,0%,-0.6%,0.0,1%,12%,-10%,i,5%
NS(=O)(=O)c1ccc(NC(=S)Nc2ccc(S(=O)(=O)Nc3nccs3)cc2)cc1,nt,nt,0.2%,1.1,9%,-3%,-11%,i,nt
NS(=O)(=O)c1ccc(CCNC(=O)CCCn2c(=O)[nH]c3ccc(Br)cc3c2=O)cc1,0%,-3%,-0.2%,0.1,4%,-1%,-8%,i,15%
CC1CCCN(c2ncnc3c2cnn3-c2ccc(Cl)cc2)C1 (stereo not given),-1%,0%,-3.4%,-1.4,0%,26%,5%,i,?
O=C(C1CCCCC1)N1CCCC(c2nc3c(nnn3Cc3ccccc3)c(=O)[nH]2)C1 (stereo not given),?,1%,-0.2%,0.7,-6%,?,-19%,i,?

# Assay outcomes (PubChem)
